Screening data: PubChem, National Center for Advancing Translational Sciences (NCATS)
RXFP1 antagonist – antagonists of human relaxin receptor RXFP1. activity change, negative = inhibition, % at 57.5 µM. HEK293-RXFP1, relaxin-stimulated cAMP HTRF, 30 min; stronger effect = lower value. actives 0.59% (n = 350,000). Q9HBX9;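 active = activity change of -60% or lower, but not beyond a set lower limit; inconclusive = change between -60% and -40%, or beyond the set limit; inactive = change above -40%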; also: % is scaled to controls: 0 for no effect and ±100 for the full control effect
D1 ag – human D1 receptor agonism; actives 1% (n = 360,000); P21728; activation, % at 2 µM; HEK293 T-REx D1 cells, calcium flux, agonist mode; AID 504660; in the data active = activation above about 30%; also: 0% is about no effect
Target sequence (P21728 whole entry, looked up): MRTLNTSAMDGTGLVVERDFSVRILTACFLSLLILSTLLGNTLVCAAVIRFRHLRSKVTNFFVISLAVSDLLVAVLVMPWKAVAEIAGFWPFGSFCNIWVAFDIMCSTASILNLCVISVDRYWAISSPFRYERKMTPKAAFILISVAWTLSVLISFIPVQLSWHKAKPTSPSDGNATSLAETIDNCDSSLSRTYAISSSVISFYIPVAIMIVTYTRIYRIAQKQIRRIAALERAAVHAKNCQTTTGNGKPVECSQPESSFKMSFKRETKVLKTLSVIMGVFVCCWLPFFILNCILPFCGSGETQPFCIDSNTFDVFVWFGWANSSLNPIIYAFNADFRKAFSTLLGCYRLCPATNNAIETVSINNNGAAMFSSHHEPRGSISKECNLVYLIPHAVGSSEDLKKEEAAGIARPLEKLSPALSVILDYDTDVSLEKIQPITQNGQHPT
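Tetracycline-induced HEK293 TREx D1 cells, force-coupled to calcium signalling, were dye-loaded with a no-wash calcium kit. Compound was pin-added after a 10 s baseline. Fluorescence was read kinetically at 1 cycle/s for 180 s, with calcium rises flagged as agonism.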
D2 PAM – D2 dopamine receptor (human) potentiation. P14416. HEK293 T-REx D2, calcium flux, EC20 dopamine potentiation. potentiation, % at 10 µM. actives 0.34% (n = 340,000);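 active = potentiation over 3 SD above the plate norm, cut at about 30% in these data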; also: 0% is about no effect
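Tetracycline-induced Hek293 Trex D2 cells, force-coupled to calcium, loaded with no-wash calcium dye. Compound added with 180 s kinetic read for agonism, then EC20 dopamine and a further 180 s read for potentiation.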
RXFP1 agonist – activates the human relaxin receptor RXFP1. HEK293T-RXFP1 cAMP TR-FRET, 30 min; response scale: percent of porcine relaxin response, buffer zero. Q9HBX9. Potency, µM (series often up to 57.5 µM), for the others: at the highest dose activation, actives largely listed as activators. actives 0.3% (n = 370,000); also: potency is read from the fitted curve at half-maximal effect; % is scaled to controls: 0 for no effect and ±100 for the full control effect; nearly all actives have a fitted effect of over 60% in size; many of its hits are not listed in these tables
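cAMP rise read by TR-FRET after 30 min, 37C compound exposure (up to 58 uM) in RXFP1-transfected HEK293 cells with Ro 20174 present. EC50 from Hill-equation fits, with 29 nM porcine relaxin as 100% and buffer as basal.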
TRHR ag – agonists of human TRH receptor; TRHR cells, calcium flux fluo-8, FDSS agonist mode; activation, % at 2 µM; actives 0.18% (n = 360,000); AID 493084; in the data active = activation above about 30%; also: 0% is about no effect
Target sequence (P34981 whole entry, looked up): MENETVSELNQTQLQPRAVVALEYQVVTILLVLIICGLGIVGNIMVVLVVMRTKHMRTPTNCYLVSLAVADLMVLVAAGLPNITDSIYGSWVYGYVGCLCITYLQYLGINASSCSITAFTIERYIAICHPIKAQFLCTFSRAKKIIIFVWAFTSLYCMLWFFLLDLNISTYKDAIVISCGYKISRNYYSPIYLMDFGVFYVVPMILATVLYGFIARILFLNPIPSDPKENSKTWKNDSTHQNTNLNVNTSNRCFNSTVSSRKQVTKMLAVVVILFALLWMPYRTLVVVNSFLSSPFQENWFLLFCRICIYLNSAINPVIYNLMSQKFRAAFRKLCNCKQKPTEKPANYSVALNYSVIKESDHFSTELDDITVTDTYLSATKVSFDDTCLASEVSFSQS
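TRHR-expressing cells, plated overnight in medium with 10% serum, were loaded with fluo-8 calcium dye at room temperature. After a 10 s baseline, library compound was pin-added and calcium release was recorded kinetically (ex 480/em 530) as agonist response.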
Anesthetic bind – candidate novel general anesthetic via apoferritin binding | P02791 | AID 485281 | apoferritin/1-aminoanthracene competitive binding, fluorescence | Potency, µM (top dose mostly 77.5 µM), for inactives: top-dose activity change, negative = displacement, most hits filed as inhibitors | actives 0.074% (n = 350,000); also: potency is read from the fitted curve at half-maximal effect; % is scaled to controls: 0 for no effect and ±100 for the full control effect; nearly all actives have a fitted effect of over 20% in size
Target sequence (P02791 2-175 limits assumed): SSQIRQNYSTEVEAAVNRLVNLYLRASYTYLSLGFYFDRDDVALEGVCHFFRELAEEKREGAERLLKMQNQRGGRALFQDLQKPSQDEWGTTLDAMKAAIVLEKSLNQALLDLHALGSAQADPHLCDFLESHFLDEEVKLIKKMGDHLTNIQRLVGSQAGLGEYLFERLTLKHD
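Probe: 1-aminoanthracene (50% saturated, PBS). Protein: horse-spleen apoferritin, 10 uM. Incubation: 10 min, room temperature. Detection: 380 nm excitation, 535 nm emission. Analysis: normalized response, four-parameter Hill.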
D1 antag – antagonists of human D1 dopamine receptor; HEK293 TREx D1 cells, calcium flux, dopamine EC80; stronger effect = lower value; actives 3.2% (n = 360,000); activity change, negative = inhibition, % at 10 µM; P21728; in the data active = activity change below about -30%; also: % is scaled to controls: 0 for no effect and ±100 for the full control effect
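Kinetic fluorescence of a calcium dye serves as the read-out. D1-expressing Hek293 Trex cells, induced overnight at 30 C, are exposed to compound for 180 s before an EC80 dopamine addition, then read 180 s further.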
TRHR PAM – TRH receptor (human) allosteric enhancement | P34981 | TRHR cells, fluo-8 calcium fluorescence, EC20 TRH enhancement | enhancement, % at 2 µM | actives 0.66% (n = 360,000) | AID 493056; in the data active = enhancement above about 30%; also: 0% is about no effect
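TRHR-expressing cells loaded with fluo-8 calcium dye were read kinetically (ex 480/em 530) during compound addition, then stimulated with an EC20 of TRH (10 nM final). Enhancement of the Gq-mediated intracellular calcium response was scored.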
D1 PAM – human D1 dopamine receptor positive modulation | P21728 | potentiation, % at 10 µM | AID 504651 | HEK293 TREx D1 cells, calcium flux, dopamine EC20 potentiation | actives 0.036% (n = 360,000); in the data active = potentiation above about 30%; also: 0% is about no effect
An asterisk follows results filed as active; ? = inconclusive; . = not tested or not shown; [ ] = another dose, or the depositor's remark. Unless noted, calls follow the shape of the dose curve; as a rule, active = well fitted curve in the direction sought with a large enough effect; inconclusive = small, poorly fitted or top-dose-only effect, or another doubt; inactive = no such curve, though single readings can be large; an effect the other way counts as inactive or inconclusive. A portion of the library; the hit share may differ from the screen's.

SMILES	RXFP1 antagonist	D1 ag	D2 PAM	RXFP1 agonist	TRHR ag	Anesthetic bind	D1 antag	TRHR PAM	D1 PAM
Cc1ccc(Cl)cc1NC(=O)C1CCN(S(C)(=O)=O)CC1	-18	2	0	2.3%	0.4	-3%	12	-10	-2
C=C(C)CSc1nc2ncccc2[nH]1	-3	2	0	-2.3%	-0.5	-18%	-3	-3	-4
COc1cc(C2NC(=S)NC(c3ccccc3)=C2C(C)=O)cc(Br)c1OCC(N)=O (stereo not drawn)	26	-2	10	1.9%	0.0	-11%	-11	0	6
Cc1ccc2nsnc2c1NC(=O)COc1ccccc1F	-5	4	11	0.6%	-0.5	-15%	3	6	7
CCC(C)[C@H](NC(=O)NCc1ccc(S(N)(=O)=O)cc1)C(=O)O (stereo partly drawn)	1	1	8	5.6%	1.0	-3%	-2	3	-8
Cc1cc(-c2csc3nc[nH]c(=S)c23)cc(C)c1C	?	17	7	-2.1%	-1.9	-23%	-49*	-7	-5
COc1ccc(OCc2ccc(C(=O)N3CCOCC3)cc2)cc1	-13	-1	-2	-3.5%	-0.2	-21%	6	-3	-1
COc1ccc(-c2nn(-c3ccccc3F)cc2CNCCn2nc(C)cc2C)cc1	12	3	-19	-3.1%	-0.8	-17%	-21	4	-5
COc1ccc(CN2CCN(C(=O)CC(C)C)CC2)cc1	1	4	-4	0.1%	0.0	-5%	1	2	6
Clc1cccc(Cl)c1-c1nnc2ccc(N3CCOCC3)nn12	-8	3	3	1.3%	-0.8	-7%	3	-11	0
COc1cc(C)ccc1OCCOCCOc1cc(C)c(C)cc1Br	-2	9	-10	-4.2%	0.7	23%	-2	3	-4
COc1ccc(N2C(=O)C3C4C=CC(C5CC45)C3C2=O)c([N+](=O)[O-])c1 (stereo not drawn)	3	1	10	1.3%	-0.4	?	-1	-5	3
CCOc1ccc(-c2nc(C#N)c(NC3CC3)o2)cc1	7	2	-2	3.8%	0.5	-9%	1	32*	-1
CCn1cc(S(=O)(=O)c2cccc(Cl)c2)c(=O)c2cc(F)c(N3CCC(C)CC3)cc21	1	1	2	3.5%	0.4	-3%	4	13	7
O=S(=O)(Nc1ccc(Br)cc1)c1ccc2nc(-c3ccccc3)[nH]c2c1	.	8	.	-0.1%	1.6	-6%	-10	11	-3
Cc1cc(OCC(=O)N2CCC(O)(c3ccc(Cl)cc3)CC2)c2c(C)cc(=O)oc2c1	-7	3	.	0.0%	0.4	-6%	-24	-2	-9
CCCN1CCC(NC(=S)Nc2ccc(OC)c(OC)c2)CC1	-4	0	-8	1.7%	0.8	-5%	0	4	2
CC(=O)c1cccc(NC(=O)C2CCN(C(=O)c3ccc([N+](=O)[O-])cc3)CC2)c1	9	1	-3	-1.6%	0.2	-12%	0	0	-3
O=C(Nc1ccc(Oc2ccccc2)cc1)C1CCN(c2ncccn2)CC1	-4	0	6	?	0.3	-11%	4	4	4
Nc1c(C(=O)Nc2ccccc2F)sc2nc3c(cc12)CCCCCC3	-1	-1	-1	27%	1.1	59%[activator]	-5	15	2
COc1ccc(C(=O)Nc2ccc3c(c2)OCCO3)cc1[N+](=O)[O-]	-17	-4	-5	-0.8%	-1.5	-8%	-14	-5	-1
Cc1c(C(=O)N2CCN(c3ccccc3)CC2)oc2c1C(=O)CC(C)(C)C2	0	3	-4	-0.7%	-1.0	-5%	6	-6	-3
COc1ccc(CN(C)C(=O)Cc2c[nH]c3ccccc23)cc1	2	6	-2	0.5%	-0.4	-3%	-5	-6	-5
CCOc1ncccc1C(=O)OCc1ccc(C(=O)OC)cc1	5	13	12	0.6%	0.6	-10%	-1	-4	3
CCOc1ccc(CC2CC(=O)NC2=O)cc1 (stereo not drawn)	5	-1	-4	3.5%	-0.1	-7%	0	-2	-1

Among those listed so far, these have an NH in an aromatic ring:
SMILES	RXFP1 antagonist	D1 ag	D2 PAM	RXFP1 agonist	TRHR ag	Anesthetic bind	D1 antag	TRHR PAM	D1 PAM
C=C(C)CSc1nc2ncccc2[nH]1	-3	2	0	-2.3%	-0.5	-18%	-3	-3	-4
Cc1cc(-c2csc3nc[nH]c(=S)c23)cc(C)c1C	?	17	7	-2.1%	-1.9	-23%	-49*	-7	-5
O=S(=O)(Nc1ccc(Br)cc1)c1ccc2nc(-c3ccccc3)[nH]c2c1	.	8	.	-0.1%	1.6	-6%	-10	11	-3
COc1ccc(CN(C)C(=O)Cc2c[nH]c3ccccc23)cc1	2	6	-2	0.5%	-0.4	-3%	-5	-6	-5

Further structures
SMILES	RXFP1 antagonist	D1 ag	D2 PAM	RXFP1 agonist	TRHR ag	Anesthetic bind	D1 antag	TRHR PAM	D1 PAM
Cc1cccnc1CC(C)NC(=O)c1cc(COc2cncc(Cl)c2)on1 (stereo not drawn)	-8	8	11	0.0%	0.8	-4%	-21	16	-3
CCOC(=O)C1CCCN(C(=O)c2sc3nc(-c4ccc(F)cc4)cn3c2C)C1 (stereo not drawn)	-2	12	-2	3.0%	-0.9	?	-21	15	-8
CCC(=O)c1cc2c(C)cc(=O)oc2c(C)c1OC(=O)C(C)C	-14	4	4	2.5%	-0.9	0%	-1	0	0
Cc1cc(C)c(NC(=O)CCn2c(=O)c3cccn3c3ccccc32)c(C)c1	-7	13	-9	0.3%	0.2	50%[activator]	-49*	-5	3
Cc1ccc2nc(-c3cccnc3)oc2c1	-4	1	16	-1.6%	0.0	-12%	-3	0	-4
Clc1ccc(C(c2nnnn2CCc2ccccc2)N2CCSCC2)cc1 (stereo not drawn)	-10	4	3	-0.1%	1.6	6%	-8	2	-4
Cc1ccc2nc(-c3ccc(NC(=O)COC(=O)c4ccc([N+](=O)[O-])o4)cc3)sc2c1	-8	1	-9	2.4%	0.3	5%	7	-8	-5
O=C(O)CN1C(=O)/C(=C\c2ccccc2OCc2ccc(Cl)cc2Cl)SC1=S	1	35*	1	0.6%	-2.9	-15%	8	6	-12
COc1ccc(CN(C)C(=O)C2CC(=O)N(c3ccc4c(c3)OCCO4)C2)c(OC)c1 (stereo not drawn)	-9	0	14	-0.5%	-1.5	.	1	65*	-4
CCOc1ccc(NC(=O)N2CCC(c3nc4ccccc4[nH]3)CC2)cc1	3	1	3	-0.1%	-0.4	-10%	-27	0	-4
COc1ccc(S(=O)(=O)N2CCN(C)CC2c2ccccc2)cc1OC (stereo not drawn)	-10	1	1	0.4%	0.1	.	-27	5	-5
COC(=O)c1ccccc1NC(=O)CSc1nnnn1-c1ccc(C)cc1C	-1	7	26	0.3%	0.3	-17%	-11	15	0
CCCCc1ccc(NC(=O)CC(C)C)cc1	-32	1	-2	-0.8%	0.2	?	-6	-8	5
NC(=O)CSc1cn(CCNC(=O)c2cccs2)c2ccccc12	-13	1	3	-0.1%	-0.3	2%	6	-6	-8
CCOc1ccc(CCNC(=O)CN2C(=O)NC3(CCCCC3C)C2=O)cc1OCC (stereo not drawn)	11	-1	17	-0.9%	0.2	.	25	-1	-3
Cn1cc(C(=O)Nc2cccc(F)c2)cn1	-9	2	.	-0.4%	0.4	-2%	-1	-13	1
FC(F)(F)c1nnc2ccc(N3CCOCC3)nn12	4	0	6	2.6%	0.4	12%	2	0	-1
CCOC(=O)c1c(-c2ccc(OC)cc2)oc2ccc(OCc3ccc(Br)cc3)cc12	-7	12	16	21%	1.5	5%	-9	0	-3
CC(C)CCNC(=O)NC(=O)CSc1nnc2ccccn12	-5	2	14	-1.3%	-1.3	-8%	-10	-3	-8
COc1ccc(CNC(=O)C/C(C)=N/NC(=O)c2cnccn2)cc1	3	35*	1	1.7%	2.8	-3%	8	0	9
CCn1c(=O)cc(OCC(=O)NCc2ccccc2OC)c2ccccc21	.	2	-8	-2.1%	-0.5	-2%	-17	-9	-5
O=c1cc(-c2ccccc2)[nH]n1-c1nc2ccccc2s1	-2	0	-21	0.7%	0.0	?	-36*	-22	-8
CCOc1ccc(NC(=O)CN2C(=O)NC(C)(c3ccc(OC(F)F)cc3)C2=O)cc1 (stereo not drawn)	-18	38*	0	0.4%	8.7	-7%	-43*	-4	-15
Cc1ccc(NC(=O)COC(=O)C(NS(=O)(=O)c2ccc(Cl)cc2)C(C)O)cc1 (stereo not drawn)	-3	7	1	-0.6%	1.7	-1%	-27	2	-3
COCCN(C(=O)c1csnn1)C(C(=O)NC(C)(C)C)c1cccc(OC)c1 (stereo not drawn)	7	4	24	0.6%	-0.8	-2%	0	1	-2

The results go on.
SMILES	RXFP1 antagonist	D1 ag	D2 PAM	RXFP1 agonist	TRHR ag	Anesthetic bind	D1 antag	TRHR PAM	D1 PAM
O=C(NNC(=O)C1CC(c2cccs2)=NO1)NC1CCCCC1 (stereo not drawn)	-15	1	15	1.8%	1.0	-6%	9	3	6
CCOc1ccc(NC(=O)CSc2nnc(CCNC(=O)c3ccc(OC)cc3)n2CC)cc1	3	1	3	-2.2%	-0.5	-7%	3	3	0
O=C(CCCN1C(=O)c2cccc3cccc(c23)C1=O)NCc1ccco1	-3	1	3	4.1%	-1.6	-3%	-25	-3	-4
CC(CC(=O)NCc1ccco1)S(=O)(=O)c1ccc2c(c1)CCN2C(=O)C1CC1 (stereo not drawn)	1	-1	3	2.2%	-0.2	-8%	3	6	0
COc1ccc(-c2onc3ccc(Br)cc23)cc1	6	5	4	1.7%	1.4	-4%	16	-3	-3
O=C(NCc1ccccn1)C12CC3CC(CC(C3)C1)C2	-13	0	-3	0.0%	0.4	-22%	8	-2	-3
COc1ccc(OCC(=O)Nc2cccc(S(=O)(=O)N(C)c3ccccc3)c2)c([N+](=O)[O-])c1	2	7	.	1.3%	-0.4	.	11	0	.
CCCCC1=CC2=CC(=O)C(C)(OC(=O)CC)C(=O)C2=CN1c1ccccc1 (stereo not drawn)	.	1	13	0.4%	-0.4	-1%	11	1	4
Cc1ccc(S(=O)(=O)N2CCCN(S(=O)(=O)c3ccc(C)cc3)CC2)cc1	4	12	-2	0.0%	0.5	-5%	-34*	-1	-6
CCOc1ccc(CN(C)C(=O)Cc2c[nH]c3ccccc23)cc1	-3	7	3	2.7%	-0.1	-3%	-16	-1	-9
Cc1cc(Cl)ccc1Oc1ncnc2oc(-c3ccccc3)cc12	0	3	-5	2.5%	-0.3	-5%	2	1	0
CC(=O)Nc1ccc2nc(-c3ccco3)[nH]c2c1	-5	4	-1	1.0%	0.5	0%	-1	-3	-5
CCCCCc1ccc(-c2cn(CCc3c[nH]c4ccccc34)nn2)cc1	.	2	-3	0.2%	0.1	-7%	9	1	-7
